FN deposit inh: fibronectin deposition inhibition; AH1F fibroblasts, Alexa488-fibronectin deposition fluorescence, overnight; actives 0.086% (n = 350,000); inhibition, % at 12.6 µM;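 active = mean inhibition across replicates of 30% or more, regardless of how many single replicates reach that level; inconclusive = mean under 30% yet at least half of replicates reach 30%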;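 note: positive control wells lacked labelled fibronectin entirely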
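Test system: AH1F fibroblast monolayer depositing Alexa488-labelled fibronectin into matrix. Input: 10000 cells per well. Technique: fluorescence, ex 485 nm, em 525 nm. Buffer or medium: DMEM plus 2% serum, read in PBS. Timing: 1 h cell adhesion before compound, then overnight fibronectin incubation. Compound: single dose, pinned. Read-out basis: inhibition from reduced deposited-fibronectin fluorescence.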
PAX8 inh HTS: PAX8 transcriptional activity inhibition; RMG-I TPO-luciferase reporter, SteadyGlo, 24 h; inhibition, % at 12.6 µM; actives 1.2% (n = 360,000); AID 652154;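 active = mean replicate inhibition at least 60% with every replicate also reaching 60%; inconclusive = only one of the two criteria is met; inactive = mean below 60% and not all replicates reaching 60%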;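 note: luciferase light reporting Pax8 driven TPO promoter activity; plate controls were median of neutral control wells for no effect and mitoxantrone controls for full effect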
LGR2 inh: Drosophila LGR2 receptor signaling inhibition. AID 720647. inhibition, % at 9.99 µM. actives 0.35% (n = 380,000). HEK293 LGR2, CRE-luciferase, bursicon-stimulated, 4 h;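 active = drop in luminescence signal, shown as inhibition above about 50% in the replicate tests, limit read from the data, passing the limit was not always enough; inconclusive = probably only some replicates passing the limit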;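 note: agonist challenge used bursicon conditioned medium at about half maximal strength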
S100A4 inh HTS: blocks human S100A4 binding to myosin IIA peptide; P26447; S100A4/TAMRA-MyoIIA peptide fluorescence polarization; inhibition, % at 10.7 µM; actives 0.14% (n = 360,000); AID 652163;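 active = mean inhibition of at least 70% across replicates, with every replicate also reaching that level; inconclusive = mean inhibition reaches 70% but some replicates fall short; inactive = mean inhibition below 70%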
Target sequence (P26447 whole entry, looked up): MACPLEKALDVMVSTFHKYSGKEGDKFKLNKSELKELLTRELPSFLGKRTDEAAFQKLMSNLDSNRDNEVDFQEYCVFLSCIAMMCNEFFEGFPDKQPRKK
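Material: S100A4 monomer protein / Buffer or medium: 50 mM HEPES pH 7.2, 10 mM CaCl2, 100 mM KCl / Times: 5 min incubation before reading / Benchmarks: neutral control DMSO, positive control TFP / Reagent: labelled myosin peptide probe, 5 nM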
ERAP1 HTS inh: ERAP1 (human) enzyme inhibition | Q9NZ08 | recombinant ERAP1, Leu-AMC fluorescence, 60 min | inhibition, % at 10.7 µM | actives 0.15% (n = 340,000) | AID 652197;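 active = mean replicate inhibition of at least 30%, or all replicates individually reaching that 30% level; inactive = mean below 30% and not every replicate reaching it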;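 note: 0% = neutral control wells and 100% = L-leucinethiol positive control wells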
Target sequence (Q9NZ08 whole entry, looked up): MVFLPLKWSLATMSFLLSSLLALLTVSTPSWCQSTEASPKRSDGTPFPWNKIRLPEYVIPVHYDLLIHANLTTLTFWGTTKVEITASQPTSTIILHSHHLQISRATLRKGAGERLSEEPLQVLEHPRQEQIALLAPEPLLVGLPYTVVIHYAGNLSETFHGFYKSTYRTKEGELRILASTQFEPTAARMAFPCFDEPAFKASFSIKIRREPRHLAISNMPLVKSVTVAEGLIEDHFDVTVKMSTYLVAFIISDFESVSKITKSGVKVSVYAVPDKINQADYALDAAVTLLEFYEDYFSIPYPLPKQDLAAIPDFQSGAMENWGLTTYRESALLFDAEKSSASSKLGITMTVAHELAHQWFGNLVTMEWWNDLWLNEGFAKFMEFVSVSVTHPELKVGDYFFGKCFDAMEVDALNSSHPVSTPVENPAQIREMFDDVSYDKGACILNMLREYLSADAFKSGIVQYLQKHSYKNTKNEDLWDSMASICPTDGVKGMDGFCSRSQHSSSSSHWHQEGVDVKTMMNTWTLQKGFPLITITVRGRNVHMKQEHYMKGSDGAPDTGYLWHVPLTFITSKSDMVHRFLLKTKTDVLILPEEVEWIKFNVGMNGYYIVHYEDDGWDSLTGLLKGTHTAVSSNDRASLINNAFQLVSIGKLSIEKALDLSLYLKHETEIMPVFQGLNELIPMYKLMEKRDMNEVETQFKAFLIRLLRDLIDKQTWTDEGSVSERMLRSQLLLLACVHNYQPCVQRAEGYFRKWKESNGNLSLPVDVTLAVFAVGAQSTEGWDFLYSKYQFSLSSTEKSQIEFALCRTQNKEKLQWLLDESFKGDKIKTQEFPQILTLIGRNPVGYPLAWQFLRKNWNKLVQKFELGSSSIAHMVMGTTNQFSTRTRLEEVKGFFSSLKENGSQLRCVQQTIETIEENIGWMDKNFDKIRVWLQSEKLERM
EWS-Fli block: EWS/Fli transcriptional activity inhibition; A673 NR0B1-luciferase reporter, viability-normalised; inhibition, % at 12.6 µM; actives 0.67% (n = 350,000); AID 651661;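 active = mean inhibition of at least 50% after viability correction, with every replicate also passing that limit; inconclusive = mean reaches 50% but only one of two replicates passes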;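 note: firefly luciferase signal divided by Alamar Blue viability fluorescence both relative to DMSO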
PglD inh: PglD (C. jejuni) enzyme inhibition; purified PglD enzyme, DTNB colorimetric CoA detection; inhibition, % at 12.5 µM; actives 0.098% (n = 360,000); in the data active = inhibition above about 16%, passing the limit was not always enough; inconclusive = no clear call, values can overlap the other calls; note: strong numbers were not always called active
PGC1a acetyl inh: PGC1a acetylation modulation, inhibitor mode | U2OS PGC1a acetylation, AlphaScreen anti-acetyl-lysine; with virally co-expressed GCN5 acetyltransferase | inhibition, % at 15.6 µM | actives 0.17% (n = 350,000) | AID 651687;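 active = every replicate shows inhibition of at least 40%; inconclusive = mean inhibition at least 40% but some replicate below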;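 note: 0% = neutral control wells and 100% = positive control wells; some results beyond the cut were filed as inactive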
Numbers without * were called inactive; ? = inconclusive; / = no result given. No enrichment for hits. About 2.1% of those tested had a hit in this group.

SMILES	FN deposit inh	PAX8 inh HTS	LGR2 inh	S100A4 inh HTS	ERAP1 HTS inh	EWS-Fli block	PglD inh	PGC1a acetyl inh
Cc1ccc2c(COC(=O)CC3Sc4ccccc4NC3=O)cc(=O)oc2c1C (stereo not given)	-4.9	-1.5	2.2	4.8	-4.0	9.4	1.8	-15.4
CN(Cc1ccc(Cl)c(Cl)c1)C(=O)C1CC(=O)N(c2ccc3c(c2)OCCO3)C1 (stereo not given)	-2.1	1.7	-1.8	-1.6	5.6	1.8	9.2	3.0
CC(C)C#Cc1cnc2c(c1)C(=O)N([C@@H](C)CO)C[C@@H](C)[C@@H](CN(C)C(=O)Cc1ccccn1)O2	-4.3	-9.5	10.6	-4.5	7.0	-3.6	-4.8	11.6
CCCCC[C@@H](C)N1C[C@@H](COCc2ccccc2)Oc2cc(N3CCC[C@@H]3COC)ccc2S1(=O)=O	2.8	13.6	-0.2	-19.4	1.2	-19.3	/	/
CCn1c(CNC(=O)C(C)(C)C)nc2ccccc21	-6.4	-5.4	/	-4.1	1.1	-1.7	2.7	-6.3
C=CCNc1nc(-c2cccs2)c(CC(=O)O)s1	-3.0	4.3	-9.0	-4.3	1.4	-20.6	-3.0	8.5
C/C=C/c1ccccc1[C@H]1[C@@H](CO)N(S(=O)(=O)c2cccc(F)c2)[C@H]1C#N	-13.2	-12.1	0.4	27.7	1.4	-1.5	/	6.7
Cc1c(CCOC(=O)c2cc([N+](=O)[O-])cc([N+](=O)[O-])c2)sc[n+]1CC(=O)c1ccc(Br)cc1	-5.9	29.1	12.8	-0.4	-1.1	6.9	/	/
Cc1ccc(N2C(=O)N(CC(=O)NCc3ccccc3Cl)C(=O)C2C)cc1 (stereo not given)	/	2.7	12.6	-6.2	0.5	0.1	-3.2	/
CC(C)c1ccc(CC(=O)N2CCC2(C)C(=O)NS(=O)(=O)c2ccc(F)cc2F)cc1 (stereo not given)	3.4	-2.5	25.0	-1.4	-1.7	8.5	3.9	1.6
CC(C)NCc1cccc([N+](=O)[O-])c1	9.0	21.9	5.8	-5.0	8.7	5.2	/	/
CCN(C[C@H]1N[C@@](C)(C(=O)OC)[C@H]2C(=O)N(C)C(=O)[C@@H]12)S(=O)(=O)c1ccc(C(F)(F)F)cc1	-1.2	-1.0	11.5	-0.6	3.4	3.4	6.2	4.7

The final 5 entries of the part above lead into the next:
SMILES	FN deposit inh	PAX8 inh HTS	LGR2 inh	S100A4 inh HTS	ERAP1 HTS inh	EWS-Fli block	PglD inh	PGC1a acetyl inh
Cc1c(CCOC(=O)c2cc([N+](=O)[O-])cc([N+](=O)[O-])c2)sc[n+]1CC(=O)c1ccc(Br)cc1	-5.9	29.1	12.8	-0.4	-1.1	6.9	/	/
Cc1ccc(N2C(=O)N(CC(=O)NCc3ccccc3Cl)C(=O)C2C)cc1 (stereo not given)	/	2.7	12.6	-6.2	0.5	0.1	-3.2	/
CC(C)c1ccc(CC(=O)N2CCC2(C)C(=O)NS(=O)(=O)c2ccc(F)cc2F)cc1 (stereo not given)	3.4	-2.5	25.0	-1.4	-1.7	8.5	3.9	1.6
CC(C)NCc1cccc([N+](=O)[O-])c1	9.0	21.9	5.8	-5.0	8.7	5.2	/	/
CCN(C[C@H]1N[C@@](C)(C(=O)OC)[C@H]2C(=O)N(C)C(=O)[C@@H]12)S(=O)(=O)c1ccc(C(F)(F)F)cc1	-1.2	-1.0	11.5	-0.6	3.4	3.4	6.2	4.7
C[C@H]1CN([C@@H](C)CO)C(=O)c2cc(C#CC3(O)CCCC3)cnc2O[C@@H]1CN(C)S(=O)(=O)c1ccccc1	/	2.7	4.9	2.7	0.4	5.6	-3.2	5.9
CC(C)CC#Cc1ccc([C@H]2[C@H]3CN(S(=O)(=O)c4ccc(F)cc4)CCCCN3[C@H]2CO)cc1	/	10.7	10.7	-3.7	-1.1	6.7	-1.2	7.6
CC1CC(C)CN(C(=O)C(C)N(C)CC(=O)Nc2ccc(Cl)cc2)C1 (stereo not given)	-16.4	7.7	15.7	0.0	-6.1	15.5	/	/
CO[C@H]1CN(C)C(=O)c2ccc(NC(=O)NC(C)C)cc2OC[C@@H](C)N(C(=O)NC(C)C)C[C@H]1C	-2.4	/	20.6	88.9*	2.5	-2.4	-1.2	-9.0
COc1ccc2c3c(n(C)c2c1)[C@@H](CO)NCC31CCN(CC2CC2)CC1	/	/	-7.1	-7.6	-2.4	2.4	/	/
O=[N+]([O-])/C=C\c1ccc(N2CCOCC2)cc1	-8.4	-4.2	?	-0.8	1.7	44.6	/	4.6
Cc1cc(C(C)(C)C)cc(S(=O)(=O)Nc2ccc(C(=O)O)cc2)c1C	-6.7	-7.7	17.7	5.9	21.1	13.4	-3.0	/
CCN1C(=O)CS/C1=N\S(=O)(=O)c1ccc(C)cc1	-6.9	5.3	-6.3	-8.1	-3.3	-0.1	-2.1	6.0
COc1cccc(NC(=O)N2C[C@@H](O)COC[C@H]3O[C@@H](CC(=O)NCc4ccccc4F)CC[C@@H]32)c1	1.7	/	15.0	-7.6	-0.2	/	1.2	8.0
COc1cc(OC)c2c(-c3ccccc3)cc(=O)oc2c1C(CC(=O)N1CCOCC1)c1ccc2c(c1)OCO2 (stereo not given)	5.0	13.1	2.9	-7.0	2.1	-4.2	1.5	-9.7
S=c1[nH]c2cnc(Cl)nc2[nH]1	/	16.7	3.0	14.4	2.1	1.2	0.6	-0.7
CCC(=O)N1C[C@@H](C)[C@H](OC)CN(C)C(=O)c2cc(NC(=O)COC)ccc2OC[C@@H]1C	-18.6	-26.0	12.9	16.8	-4.8	0.3	-0.2	5.2
CN1C(=O)C(O)(CC(=O)c2ccc(F)cc2)c2cc(Br)ccc21 (stereo not given)	-0.8	8.5	-1.4	-0.1	/	33.3	-1.5	1.6
CCCCNC(=S)Nc1ccccc1Cc1ccccc1	11.2	-5.6	8.9	-0.6	1.4	4.5	-3.7	-14.3
COc1ccc(-c2cc(N)n(S(=O)(=O)c3c(F)c(F)c(F)c(F)c3F)n2)cc1OC	/	/	-14.8	-2.5	0.3	45.8	0.3	-74.9
c1ccc2c(c1)CCN(c1ncnc3nc[nH]c13)C2	0.6	11.6	3.1	1.2	2.0	-6.0	7.9	-18.6
CC(C)(ONC(=O)Nc1ccccc1Cl)C(=O)O	3.4	13.1	6.6	-5.0	1.7	4.9	/	/
COc1ccc(N2C(=O)C3CCCN3C2c2ccc(C)o2)cc1 (stereo not given)	-7.6	-10.8	19.3	-4.1	-2.8	1.3	-5.3	6.1
CCCc1cn(CC[C@@H]2CC[C@H](NC(=O)C3CCCCC3)[C@@H](CO)O2)nn1	/	-4.1	17.6	7.1	0.2	-8.7	-0.3	-5.1
O=C(NNC(=O)c1ccc(F)cc1)c1ccncc1	-4.5	12.3	-4.1	-1.7	0.4	3.0	6.9	2.6
O=c1c(Cc2ccccc2)c(O)nc2n1CCS2	-2.2	5.0	/	/	/	/	-1.1	-10.3
Cc1cc(C(=O)Nc2cccc3c2O[C@H](CN(C)Cc2ccc4c(c2)OCO4)[C@H](C)CN([C@@H](C)CO)C3=O)n(C)n1	/	-6.9	-5.4	5.3	0.2	5.7	1.4	4.2
COc1ccccc1CCNC(=O)c1cnn2c(C(F)F)cc(C)nc12	-0.4	-7.0	-21.2	5.4	0.5	-6.2	-0.7	-6.0
CS(=O)(=O)N1CCCC(C(=O)N2CCc3ccccc3C2)C1 (stereo not given)	-5.1	/	8.8	/	/	/	2.2	11.4
O=C(NC1CCCCC1)N[C@H]1C=C[C@H](CC(=O)N2CCOCC2)O[C@@H]1CO	/	/	1.6	5.4	-2.5	/	-1.7	1.9
CCOC(=O)c1ccc2[nH]c3c(c2c1)CCCC3	6.0	-105.7	-31.5	0.0	-1.4	5.7	10.8	/
CO[C@@H]1CN(C)C(=O)c2cc(NC(C)=O)ccc2OC[C@@H](C)N(Cc2nccs2)C[C@H]1C	-9.2	/	4.4	0.9	4.9	-8.7	4.7	1.3
CC(C)(C)c1ccccc1NC(=S)NC1CCCC1	/	-1.1	-6.3	-0.8	1.9	-4.7	-5.1	/
CC1CC(C)CN(CCCNC(=O)c2cc3c(s2)-c2ccccc2OC3)C1 (stereo not given)	-1.0	26.7	-0.4	-2.8	-53.7	/	-0.1	-2.0
C[C@@H](CN1CCC(Cc2ccccc2)CC1)[C@@H](O)c1ccc(O)cc1	-3.7	-4.4	-24.1	-3.2	1.9	9.6	-5.0	/
CNCC(=O)O	0.2	-0.3	-21.1	1.6	-0.5	0.5	-0.4	8.1
Cn1c(=O)c2c(SCC(=O)Nc3ccccc3F)nc(C3CC3)nc2n(C)c1=O	-0.6	-36.8	4.6	-0.9	-3.0	32.5	-3.5	9.9
CCS(=O)(=O)NCC[C@H]1CC[C@H](NC(=O)Cc2ccccn2)[C@H](CO)O1	5.8	-0.6	8.7	6.4	0.8	-5.4	0.7	-16.6
O=C(O)c1sccc1S(=O)(=O)N1CCN(c2ccc(C(F)(F)F)cn2)CC1	5.9	2.8	8.0	-6.7	8.3	2.8	-1.3	1.9
CSCCC(NC(C)=O)C(=O)Oc1ccc2c3c(c(=O)oc2c1)CCCC3 (stereo not given)	-10.9	8.4	/	-8.8	/	/	2.2	13.3
O=C(Cn1nnc2ccccc2c1=O)NCCc1ccccc1	-3.0	7.0	/	-0.6	7.2	-4.5	6.6	/

Nothing new here: two of the compounds above.
SMILES	FN deposit inh	PAX8 inh HTS	LGR2 inh	S100A4 inh HTS	ERAP1 HTS inh	EWS-Fli block	PglD inh	PGC1a acetyl inh
CSCCC(NC(C)=O)C(=O)Oc1ccc2c3c(c(=O)oc2c1)CCCC3 (stereo not given)	-10.9	8.4	/	-8.8	/	/	2.2	13.3
O=C(Cn1nnc2ccccc2c1=O)NCCc1ccccc1	-3.0	7.0	/	-0.6	7.2	-4.5	6.6	/

Next section.
SMILES	FN deposit inh	PAX8 inh HTS	LGR2 inh	S100A4 inh HTS	ERAP1 HTS inh	EWS-Fli block	PglD inh	PGC1a acetyl inh
C[C@@H]1CN([C@@H](C)CO)S(=O)(=O)c2ccc(C3=CCCCC3)cc2O[C@H]1CN(C)Cc1ccccn1	-2.5	-5.4	-11.0	-47.8	2.4	16.2	2.8	0.0
CCN(CC)CCCNc1nc2cc(OC)c(OC)cc2c2nc(-c3cccnc3)nn12	8.9	-62.8	/	/	/	/	3.6	33.9
CC(C)Oc1cccc(C(=O)NC(=S)Nc2cccc(NC(=O)c3ccccc3Cl)c2)c1	10.9	-16.6	/	7.3	0.2	-5.5	-4.8	-2.4
Nc1cc(C(=O)OCC(=O)N2CCN(C(=O)COC(=O)c3ccc(Cl)c(N)c3)CC2)ccc1Cl	-0.8	-7.2	5.7	-7.1	2.9	-1.5	3.3	-0.1
O=C(COC(=O)c1ccccc1Cl)NCc1ccco1	-2.4	-21.2	8.9	-0.2	1.1	8.1	2.3	/
COc1ccc(Cc2nnc(NC(=O)Nc3ccccc3)s2)cc1OC	3.1	-7.3	-0.2	0.7	2.9	6.2	2.5	1.8
Cc1ccc(S(=O)(=O)N2[C@@H](c3cccc(C)c3)C(C(=O)O)=C[C@H]2CC2CCCC2)cc1	-1.3	3.6	-10.6	-6.8	-0.7	4.9	4.4	-3.4
CCOc1ccc(NC(=O)CN2CC(c3ccccc3)CC2=O)cc1 (stereo not given)	12.6	5.2	19.6	-1.0	/	-8.3	5.7	-6.5
